Screening data deposited in PubChem BioAssay by The Scripps Research Institute Molecular Screening Center.
GSTO1 counter: blocks human GSTO1 in RBBP9 counter-screen; 300,000 tested, 1.1% active; inhibition, % at 5.96 µM; recombinant GSTO1, activity-based probe fluorescence polarization;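 active means inhibition above the campaign mean inhibition plus 3 SD, cut at about 35% in these data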;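 further: 0% = GSTO1-1 with DMSO and 100% = wells lacking GSTO1-1 enzyme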
Target sequence (P78417 whole entry, looked up): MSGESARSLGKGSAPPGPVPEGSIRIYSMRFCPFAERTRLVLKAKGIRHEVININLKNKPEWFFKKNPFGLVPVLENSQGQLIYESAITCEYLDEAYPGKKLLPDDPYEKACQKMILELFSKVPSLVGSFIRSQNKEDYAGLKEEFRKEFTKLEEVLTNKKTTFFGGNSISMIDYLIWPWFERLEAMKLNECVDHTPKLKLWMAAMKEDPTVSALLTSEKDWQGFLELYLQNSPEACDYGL
PREPL inhibitor: inhibitors of human prolyl oligopeptidase-like enzyme PREPL | Q4J6C6 | recombinant PREPL, fluorescence polarization activity-based probe | inhibition, % at 5.96 µM | 320,000 tested, 0.68% active | AID 2751; in the data active means inhibition above about 43%;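 further: 0% = enzyme with DMSO and 100% = wells lacking enzyme; many of its hits are not listed in these tables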
pPAFAH inh: inhibitors of human plasma PAF acetylhydrolase (pPAFAH) | recombinant pPAFAH, FP-rhodamine probe fluorescence polarization | inhibition, % at 3.39 µM | 330,000 tested, 1.5% active;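 active means inhibition above the mean inhibition across the screen plus 3 SD, cut at about 25% in these data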;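 further: inhibitors block binding of the rhodamine activity-based probe so polarization drops; 0% = enzyme with DMSO and 100% = wells lacking pPAFAH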
PAFAH1B2 inh: blocks human PAF acetylhydrolase 1b catalytic subunit 2. 340,000 tested, 1.2% active. AID 492953. P68402. inhibition, % at 3.39 µM. recombinant PAFAH1B2, FP-rhodamine activity probe, fluorescence polarization;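 active means inhibition above the mean of all tested compounds plus 3 SD, cut at about 24% in these data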;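 further: 0% = enzyme with DMSO and 100% = wells lacking PAFAH1B2; many of its hits are not listed in these tables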
Target sequence (P68402 whole entry, looked up): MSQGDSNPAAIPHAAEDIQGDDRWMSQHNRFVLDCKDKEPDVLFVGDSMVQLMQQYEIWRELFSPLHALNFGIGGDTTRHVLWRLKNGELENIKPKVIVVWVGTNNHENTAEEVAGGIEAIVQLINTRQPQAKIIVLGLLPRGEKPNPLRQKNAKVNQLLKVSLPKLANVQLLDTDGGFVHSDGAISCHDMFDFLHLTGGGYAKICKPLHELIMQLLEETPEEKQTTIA
PAD4 FP inh: PAD4 (human) enzyme inhibition; Q9UM07; recombinant PAD4, RCA probe fluorescence polarization; inhibition, % at 6.36 µM; 330,000 tested, 0.41% active;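 active means percent inhibition above a cutoff equal to the mean of all tested compounds plus 3 SD, cut at about 15% in these data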;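 further: 0% = PAD4 with RCA probe and DMSO and 100% = probe without PAD4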
PAFAH1B3 FP inh: blocks human PAF acetylhydrolase 1B catalytic subunit 3; Q15102; recombinant PAFAH1B3, FP-rhodamine probe, fluorescence polarization; inhibition, % at 3.39 µM; 340,000 tested, 0.28% active; AID 492972;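 active means inhibition above the screen-wide average of all tested compounds plus 3 SD, cut at about 25% in these data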;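 further: 0% = enzyme with DMSO only and 100% = wells lacking PAFAH1B3 protein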
Target sequence (Q15102 whole entry, looked up): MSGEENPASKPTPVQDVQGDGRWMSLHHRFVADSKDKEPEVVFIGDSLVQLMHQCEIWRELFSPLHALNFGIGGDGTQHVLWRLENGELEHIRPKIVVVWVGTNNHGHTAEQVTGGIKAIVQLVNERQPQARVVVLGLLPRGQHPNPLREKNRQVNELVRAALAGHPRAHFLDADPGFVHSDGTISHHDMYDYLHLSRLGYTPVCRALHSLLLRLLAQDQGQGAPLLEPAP
LYPLA2 counter: counter-screen for PME1 inhibitors: inhibitors of human LYPLA2. AID 2177. 320,000 tested, 0.38% active. inhibition, % at 5.9 µM. recombinant LYPLA2, FP-Rh probe fluorescence polarization. O95372;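 active means inhibition above the screen-wide mean plus 3 SD, limit set per campaign, cut at about 26% in these data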;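 further: 0% = LYPLA2 with DMSO and 100% = wells lacking LYPLA2 enzyme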
Target sequence (O95372 whole entry, looked up): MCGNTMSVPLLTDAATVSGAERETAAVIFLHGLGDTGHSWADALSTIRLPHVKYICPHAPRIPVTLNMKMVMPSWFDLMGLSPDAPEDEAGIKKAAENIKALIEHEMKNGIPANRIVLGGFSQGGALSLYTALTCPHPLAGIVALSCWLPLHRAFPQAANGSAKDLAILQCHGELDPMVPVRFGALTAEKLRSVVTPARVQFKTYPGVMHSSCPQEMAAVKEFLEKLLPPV
LYPLA1 counter: blocks human lysophospholipase 1, a PME1 counter-screen. O75608. recombinant LYPLA1, FP-Rh probe fluorescence polarization. inhibition, % at 5.9 µM. 320,000 tested, 0.16% active;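 active means inhibition above the mean of all tested compounds plus 3 SD, set per campaign, cut at about 14% in these data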;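 further: inhibitors block serine hydrolase probe labeling of LYPLA1 so polarization falls; 0% = enzyme with DMSO and 100% = wells lacking LYPLA1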
PME-1 inh: blocks human protein phosphatase methylesterase 1; 320,000 tested, 0.53% active; AID 2130; recombinant PME-1, FP-Rh probe fluorescence polarization; inhibition, % at 5.9 µM;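 active means inhibition above the campaign mean of all compounds plus 3 SD, cut at about 26% in these data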;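 further: competitive labeling of PME-1 active site by serine hydrolase directed probe; 0% = PME-1 with DMSO and 100% = wells lacking PME-1 enzyme; inhibitors block probe labeling so polarization falls and inhibition rises; many of its hits are not listed in these tables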
Active calls of the source: *; nt = no result given. This is a subset, so the mix of outcomes need not match the whole.

SMILES | GSTO1 counter | PREPL inhibitor | pPAFAH inh | PAFAH1B2 inh | PAD4 FP inh | PAFAH1B3 FP inh | LYPLA2 counter | LYPLA1 counter | PME-1 inh
Cc1ccc(C)c(NC(=O)CN(C)C(=O)c2ccc(S(=O)(=O)N(C)c3ccccc3)cc2)c1 | nt | 6 | 2 | 5 | 1 | 3 | 4 | 1 | 3
COc1ccc(NC(=O)C2CCN(C(=O)Nc3ccccc3)CC2)cc1S(=O)(=O)N(C)C | nt | 13 | 1 | 1 | 1 | 5 | 6 | 3 | -2
Cc1ccc2[nH]c(=O)c(CN(c3cccc(C)c3C)S(=O)(=O)c3ccccc3)cc2c1 | 3 | 24 | 1 | 4 | 1 | -2 | 5 | -2 | -1
COc1cc(C)c(Br)cc1S(=O)(=O)NCCCN1CCOCC1 | -7 | 1 | 3 | 8 | -8 | 5 | 2 | 0 | -2
COc1ccc(CN2CCNC(=O)C2CC(=O)N(C)Cc2nccs2)c(OC)c1 (stereo unspecified) | -5 | 14 | 6 | -1 | -3 | -4 | 4 | 3 | 1
COc1cccc(NC(=O)c2nn(C34CC5CC(CC(C5)C3)C4)cc2[N+](=O)[O-])c1 | -6 | 2 | 5 | 2 | 0 | -5 | -7 | -1 | -11
Cc1cc(O)c(/C=N/OCc2ccc(Cl)cc2Cl)c(=O)o1 | 2 | 4 | 2 | 17 | -1 | -1 | 4 | -1 | -2
COc1ccc(C2=Nn3c([n+](C)c4ccccc43)SC2)cc1 | -4 | 29 | -1 | 1 | 11 | 8 | 3 | 2 | 0
COCCCNC(=O)c1cccn2c(=O)c3cc4ccccc4cc3nc12 | -11 | 19 | 0 | 4 | 1 | 7 | -3 | 2 | -3
CCn1cc(C(=O)O)c(=O)c2cc(F)c(N3CCN(C(=O)Nc4ccccc4)CC3)cc21 | 9 | 4 | -1 | 6 | -1 | -2 | 2 | 1 | -1
O=C(NCCc1ccc(Cl)cc1)C1CCN(S(=O)(=O)N2CCCC2)CC1 | 4 | 16 | 1 | 17 | 6 | 5 | 7 | -1 | -4
CCCCc1nnc(NC(=O)C=C(C)C)s1 | 4 | -1 | 2 | -4 | -2 | 7 | 4 | 2 | 0
COc1ccccc1C(=O)NNC(=O)C(=O)N1CCCCC1 | 2 | 4 | -5 | 1 | -1 | -2 | 0 | 0 | -5
COC(=O)CCC(=O)OC1(C)C(=O)C=C2C=C(C3CC3)N(C3CC3)C=C2C1=O (stereo unspecified) | 52* | 12 | 3 | -2 | 25* | 15 | 5 | 5 | 5
CC(C)(C)OC(=O)N1CCCN(C(=O)Nc2ccc(C(F)(F)F)cc2)CC1 | -4 | 2 | 2 | nt | 5 | nt | 3 | 4 | 1
CSCCC(NS(=O)(=O)c1cc(C(=O)O)ccc1Cl)C(=O)O (stereo unspecified) | 1 | -5 | 0 | -1 | 0 | 3 | -2 | -3 | -9
COc1ccc2nc(NC(=O)C3CCCN3S(=O)(=O)c3ccc(C)cc3)sc2c1 (stereo unspecified) | -2 | -3 | 1 | 4 | 5 | 8 | -5 | -8 | -9
COc1cccc(OCC(=O)NC2CCCCC2)c1 | 9 | 5 | 5 | -2 | -2 | 7 | -3 | 0 | 5
Cc1ccccc1NC(=S)NC1(C)CCS(=O)(=O)C1 (stereo unspecified) | 1 | 9 | -1 | 4 | -1 | 11 | -4 | -4 | -2
O=C(CN(C(=O)CCC(=O)Nc1nccs1)c1ccc(F)cc1)NCc1ccc(F)cc1 | 1 | -3 | 2 | 1 | -1 | 4 | -5 | -2 | -5

Grouped by structure: the compounds so far containing a COOH group.
SMILES | GSTO1 counter | PREPL inhibitor | pPAFAH inh | PAFAH1B2 inh | PAD4 FP inh | PAFAH1B3 FP inh | LYPLA2 counter | LYPLA1 counter | PME-1 inh
CCn1cc(C(=O)O)c(=O)c2cc(F)c(N3CCN(C(=O)Nc4ccccc4)CC3)cc21 | 9 | 4 | -1 | 6 | -1 | -2 | 2 | 1 | -1
CSCCC(NS(=O)(=O)c1cc(C(=O)O)ccc1Cl)C(=O)O (stereo unspecified) | 1 | -5 | 0 | -1 | 0 | 3 | -2 | -3 | -9

(next part)
SMILES | GSTO1 counter | PREPL inhibitor | pPAFAH inh | PAFAH1B2 inh | PAD4 FP inh | PAFAH1B3 FP inh | LYPLA2 counter | LYPLA1 counter | PME-1 inh
CCOc1ccc2oc(C(=O)OCC(=O)NC(=O)NC)c(C)c2c1 | -1 | -5 | -4 | 4 | -4 | 3 | -3 | 1 | 1
O=C(O)c1ccc(SCc2cnc(Cl)s2)cc1 | 3 | 1 | 6 | 15 | -1 | 11 | 4 | 2 | 2
CC1CCCN1CC#CC(O)(c1ccccc1)c1ccccc1 (stereo unspecified) | -3 | 16 | -2 | nt | 1 | nt | 0 | 4 | 0
COc1ccc(S(=O)(=O)Nc2cccc(-n3cnnn3)c2)cc1OC | -3 | 21 | -2 | 3 | -6 | 5 | 3 | -2 | 3
Cc1ccc(/C(O)=C/c2nc3ccccc3oc2=O)cc1 | 4 | -4 | 1 | nt | -6 | nt | -9 | -2 | -7
CCOCC(=O)Nc1cc(C(=O)Nc2cccc(C)c2C)ccc1Cl | 1 | 24 | 0 | -1 | -4 | 10 | 0 | 2 | -1
Cc1cccc(NS(=O)(=O)c2ccc(C)c(C(=O)NCc3ccncc3)c2)c1 | 9 | 2 | 16 | 0 | 3 | -2 | -1 | -1 | 2
Cc1c(C)c2ccc(OCc3ccc(C(=O)O)o3)c(C)c2oc1=O | -3 | 7 | 0 | 0 | -1 | 0 | -7 | -4 | -1
CC(C)(C)c1ccc2c(c1)OC(C(=O)N/N=C\c1ccncc1)CO2 (stereo unspecified) | -3 | 21 | 2 | 10 | -6 | -6 | 5 | -2 | 3
Cc1ccc(-c2nnc(SCC#CCOC(=O)c3cccs3)o2)cc1 | 4 | -34 | 1 | 10 | 3 | -1 | 6 | -3 | -6
Cc1nc2ncccn2c1-c1csc(NCc2ccco2)n1 | 2 | 40 | 4 | 3 | 8 | 7 | 4 | 2 | 10
NNC(=O)c1cc(-c2ccco2)[nH]n1 | 0 | 5 | 7 | 14 | -2 | 9 | -7 | -2 | -8
O=C(NC1CCCN(c2ccc(C(F)(F)F)cn2)C1)c1ccnc(Cl)c1 (stereo unspecified) | -5 | 4 | -5 | 0 | 1 | -1 | -1 | 0 | -8
CCN(C(=O)COC(=O)CNC(=O)C12CC3CC(CC(C3)C1)C2)C1CCS(=O)(=O)C1 (stereo unspecified) | -3 | -2 | 2 | 16 | 4 | 7 | -4 | 0 | 2
CSc1ncccc1C(=O)OCC(=O)NCc1cccs1 | nt | -6 | 3 | 0 | 0 | 6 | nt | nt | nt
CCCOC1CCCN(Cc2nc(-c3cnccn3)no2)C1 (stereo unspecified) | 4 | -4 | 0 | 0 | 3 | 8 | -1 | -3 | 3
CCCNC(=O)N1CCC(c2ccc3c(c2)OCO3)CC1 | -1 | 3 | 0 | -3 | -2 | 9 | -4 | -3 | 0
COC(=O)N/N=C/c1cccc([N+](=O)[O-])c1 | 5 | 1 | 3 | 0 | -4 | -5 | 10 | 4 | 0
CCCC(=O)Nc1c2c(nn1-c1ccc(OC)cc1)CS(=O)C2 (stereo unspecified) | -6 | -3 | 5 | -3 | -2 | 1 | -1 | -4 | -2
COc1ccc(NC2CCCN(C(=O)c3csc(C)n3)C2)cc1 (stereo unspecified) | 2 | 1 | -5 | 3 | -4 | 4 | 1 | 1 | 4

Of the compounds above, these have a nitro group on carbon.
SMILES | GSTO1 counter | PREPL inhibitor | pPAFAH inh | PAFAH1B2 inh | PAD4 FP inh | PAFAH1B3 FP inh | LYPLA2 counter | LYPLA1 counter | PME-1 inh
COc1cccc(NC(=O)c2nn(C34CC5CC(CC(C5)C3)C4)cc2[N+](=O)[O-])c1 | -6 | 2 | 5 | 2 | 0 | -5 | -7 | -1 | -11
COC(=O)N/N=C/c1cccc([N+](=O)[O-])c1 | 5 | 1 | 3 | 0 | -4 | -5 | 10 | 4 | 0

(next part)
SMILES | GSTO1 counter | PREPL inhibitor | pPAFAH inh | PAFAH1B2 inh | PAD4 FP inh | PAFAH1B3 FP inh | LYPLA2 counter | LYPLA1 counter | PME-1 inh
Cc1cccc(C)c1NC(=O)CNC(=O)c1cnccn1 | nt | -1 | 1 | 4 | 0 | -4 | nt | nt | nt
CSCCC(NC(=O)c1ccccc1)C(=O)NC1CC1 (stereo unspecified) | 5 | 2 | 1 | 6 | -3 | 11 | 1 | 0 | 2
COc1ccc(NC(=O)CCCCC(=O)Nc2ccc(OC)cc2OC)c(OC)c1 | 5 | 11 | 3 | -5 | -1 | -7 | 1 | -1 | 8
CCOCCCn1c(SCC(=O)NC(C)(C)C)nc2ccccc2c1=O | 2 | -12 | 4 | 6 | -3 | -3 | -1 | 0 | -4
O=C(Nc1cccn2ncnc12)c1ccc(Cl)cc1 | 0 | -3 | 2 | 4 | -8 | 6 | 3 | -2 | 1
Cc1cccc(C(=O)NC2CCN(CC(=O)N3CCOCC3)CC2)c1 | -1 | -1 | 4 | -2 | -7 | 13 | 0 | 0 | 8
Cc1ccnc(NC(=O)c2cccc(NC(=O)COc3ccccc3)c2)c1 | -4 | -1 | 1 | 0 | 5 | 8 | 2 | 0 | -2
Cc1noc(NS(=O)(=O)c2ccc(NC(=O)CCn3c(=O)oc4ccccc43)cc2)c1C | -1 | 1 | 1 | 6 | 0 | 4 | 3 | 3 | -1
CC(=O)c1ccc(-c2ccc(C(=O)NCC(c3ccco3)N(C)C)o2)cc1 (stereo unspecified) | nt | -8 | 11 | 5 | -1 | 13 | nt | nt | nt
COc1cccc(N2CCN(c3c4c(nc5ncnn35)CCC4)CC2)c1 | 1 | 17 | 4 | 2 | -1 | 5 | 10 | 2 | 0
CC(C(=O)OCC(=O)NC1CCCC1)N1C(=O)c2ccccc2C1=O (stereo unspecified) | nt | 4 | 0 | 9 | 2 | 7 | nt | nt | nt
CCN1C(=O)C(O)(CC(=O)c2cccc(-n3cccc3)c2)c2ccccc21 (stereo unspecified) | 8 | -20 | 5 | 2 | 5 | -2 | 15 | 3 | 8
COc1ccc(C(Sc2ccccc2)c2ccccc2)cc1OC (stereo unspecified) | 6 | -16 | 9 | 3 | -1 | 10 | -5 | 1 | 2
CC(=O)Nc1cccc(NC(=O)c2ccc3c(c2)CCN3S(=O)(=O)c2ccccc2)c1 | -8 | -19 | -4 | 9 | 0 | -1 | 0 | -6 | -15
Cc1cc(C)nc(NS(=O)(=O)c2ccc(NC(=O)c3ccco3)cc2)n1 | -7 | 13 | 2 | 3 | 0 | -3 | 7 | 0 | -2
FC(F)Sc1ccc(NC2=NCCCCC2)cc1 | 3 | 1 | 2 | -2 | -2 | -6 | 1 | -1 | -1
COc1ccc(-c2noc(-c3ccccc3C(=O)NCc3ccco3)n2)cc1 | -2 | -5 | 2 | 3 | 1 | -3 | 2 | -4 | 1
CC1=NOC(=O)/C1=C\c1ccc2c(c1)OCO2 | 4 | 11 | 3 | 4 | 2 | 4 | 5 | 2 | 2
COc1ccc(S(N)(=O)=O)cc1C(=O)N1CCCC1 | -6 | -9 | 1 | 2 | 1 | 6 | 0 | -2 | -7
COc1ccccc1CNS(=O)(=O)c1cc2c3c(c1)CCC(=O)N3CCC2 | 3 | 16 | -2 | 2 | -3 | -3 | 5 | 0 | 4
O=C(CN1C(=O)COc2ccc(S(=O)(=O)N3CCCC3)cc21)N1CCCC1 | -2 | -3 | -1 | 5 | -4 | -2 | -1 | 0 | 3
O=C(CSc1nnc(-c2cccnc2)n1Cc1ccco1)c1ccc(Cl)cc1 | 23 | 8 | 3 | 2 | 4 | 0 | 2 | -1 | -7
